High-throughput results from PubChem BioAssay.
MEKK2 mut-MEK5: signal of MEK5 binding to mutant human MEKK2 PB1 domain. AID 1530. bead flow cytometry, Alexa488-MEK5 binding to MEKK2 mutant. percent response, % at 10 µM. 0.35% of 290,000 active; in the data active = percent response above about 24%, passing the limit was not always enough; note: inactives centre near 1; some results filed as inactive read as strong as hits; reference of the scale not given here
PfM18AAP inh: blocks P. falciparum M18 aspartyl aminopeptidase | recombinant PfM18AAP, H-Glu-NHMec fluorogenic cleavage | inhibition, % at 7.35 µM | 1.2% of 290,000 active | AID 1822;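 active = inhibition above the campaign mean inhibition over all tested compounds plus 3 SD, cut at about 28% in these data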;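 note: 0% = plate median of test compound wells and 100% = 2 mM ZnCl2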
pCIP destab: lowers stability of the mouse p/CIP coactivator protein. 0.01% of 290,000 active. Q05BA5. F442A p/CIP-EGFP cells, EGFP fluorescence, 16 h. decrease of EGFP signal, % at 10 µM;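 active = EGFP signal decrease of at least 30% at 10 µM or well 3 SD below plate mean, unless failing retest; inactive = the rest, including hits failing retest or dose response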; note: some compounds called inactive have numbers as strong as hits; many of its hits are not listed in these tables
NALP1 inh: inhibitors of NALP1 inflammasome in yeast; S. cerevisiae NALP1/ASC/caspase-1 growth, X-gal OD620, 72 h; inhibition, % at 10 µM; 0.61% of 280,000 active; in the data active = inhibition mostly above about 24%, no sharp cut-off; inactive = mostly below about 32%; note: some compounds called inactive have numbers as strong as hits
IDE cell inh: inhibitors of human insulin-degrading enzyme in cells | P14735 | HEK cells, FAbetaB cleavage, fluorescence polarization | inhibition, % at 5.59 µM | 0.41% of 320,000 active | AID 434962;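 active = percent inhibition above the average of all tested compounds plus 3 SD, set per screening campaign, cut at about 16% in these data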;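 note: IDE supplied by intact live HEK cells; FP after avidin binding of uncleaved biotin substrate so inhibition keeps polarization high; 0% = DMSO wells and 100% = 60 µM reference IDE inhibitor Ii1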
UBC9 SUMO inh: SUMOylation inhibition; inhibition, % at 35 µM; 0.36% of 290,000 active; HTRF SUMOylation assay, SAE1/SAE2 + UBC9, in vitro; P63279; AID 2006; in the data active = inhibition above about 50%, passing the limit was not always enough; note: strong numbers were not always called active
Target sequence (P63279 whole entry, looked up): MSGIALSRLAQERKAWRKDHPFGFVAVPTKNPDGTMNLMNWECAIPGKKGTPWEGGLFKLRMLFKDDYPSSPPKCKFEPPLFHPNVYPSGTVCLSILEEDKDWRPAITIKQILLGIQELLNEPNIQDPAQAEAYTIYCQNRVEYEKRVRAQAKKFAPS
MEKK2wt PB1 HTS: raises or lowers MEK5 binding to wildtype human MEKK2 PB1 domain; bead flow cytometry, Alexa488-MEK5 binding to MEKK2 WT; actives lie on both sides; binding response (% of control), % at 10 µM; 1.1% of 290,000 active; in the data active = binding response below about 67% or above about 130%
IDE cell activ: IDE (human) activation, cell-based; activation, % at 5.96 µM; 0.073% of 340,000 active; P14735; HEK cells, FAbeta-B cleavage, fluorescence polarization; 0% vehicle, 100% cell-free pure enzyme wells;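 active = activation above the mean of all tested compounds plus 3 SD, set per screening campaign, cut at about 17% in these data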
MEKK3 PB1 HTS: MEKK3-MEK5 PB1 interaction, increase or decrease. bead-based flow cytometry, Alexa488-MEK5 binding to MEKK3; actives lie on both sides; 0 = blocked by unlabeled MEK5, 100 = vehicle. binding response (% of control), % at 10 µM. 1.4% of 290,000 active;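 active = binding response more than 3 SD above or below the average of its plate-row segment, actives on both sides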;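 note: Alexa488 bead fluorescence after subtracting the streptavidin-only scavenger bead signal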
Target sequence (Q99759 whole entry, looked up): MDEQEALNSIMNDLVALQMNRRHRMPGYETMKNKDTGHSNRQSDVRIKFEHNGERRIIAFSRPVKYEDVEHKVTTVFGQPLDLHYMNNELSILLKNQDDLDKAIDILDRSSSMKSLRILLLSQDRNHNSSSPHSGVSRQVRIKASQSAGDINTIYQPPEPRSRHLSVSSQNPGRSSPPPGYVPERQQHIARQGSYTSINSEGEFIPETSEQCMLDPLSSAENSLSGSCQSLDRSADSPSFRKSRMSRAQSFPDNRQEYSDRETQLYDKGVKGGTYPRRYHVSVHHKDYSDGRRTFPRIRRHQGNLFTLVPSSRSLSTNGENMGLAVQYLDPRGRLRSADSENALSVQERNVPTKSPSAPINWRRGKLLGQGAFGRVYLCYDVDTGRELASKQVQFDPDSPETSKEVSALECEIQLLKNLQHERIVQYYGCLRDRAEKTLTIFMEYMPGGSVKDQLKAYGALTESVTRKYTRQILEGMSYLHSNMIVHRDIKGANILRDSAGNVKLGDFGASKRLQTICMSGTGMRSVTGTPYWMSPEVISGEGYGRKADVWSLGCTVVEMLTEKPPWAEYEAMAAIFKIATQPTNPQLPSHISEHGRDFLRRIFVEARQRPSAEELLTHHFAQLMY
Starred values were filed as active, the others as inactive; . = not tested or not shown; [ ] = another dose, or the depositor's remark.

SMILES	MEKK2 mut-MEK5	PfM18AAP inh	pCIP destab	NALP1 inh	IDE cell inh	UBC9 SUMO inh	MEKK2wt PB1 HTS	IDE cell activ	MEKK3 PB1 HTS
O=C(COC(=O)Cn1cnc2ccccc21)Nc1cc2c(cc1Cl)C(=O)c1ccccc1C2=O	1.0	2.7	-19.2	14.6	0.2	37.8	119.0	5.7	127.0
Cc1ccc(NC(=S)N(CCN(C)C)Cc2cccs2)cc1	9.0	2.0	-2.5	26.9	3.0	19.2	109.0	1.0	108.0
CC(C)CCNC(=O)C1CC(c2ccccc2[N+](=O)[O-])=NO1 (stereo not drawn)	1.0	.	.	.	-2.5	.	103.0	3.4	105.0
CC1CCN(C(=O)C(=O)Nc2sc3c(c2C(=O)O)CC(C)(C)OC3)CC1	2.0	1.1	3.2	1.5	-2.2	5.1	106.0	1.3	103.0
Cc1cc(NC(=O)c2ccc3c(c2)C(=O)N(C2CCCCC2)C3=O)no1	7.0	-10.6	-6.4	37.1	4.0	10.9	96.0	1.9	101.0
CCOC(=O)C(=N/O)/C(C)=N/NC(C)=O	-3.0	2.3	11.0	7.2	2.4	15.4	100.0	-7.2	101.0
O=S1(=O)CC=C(CSC(=S)NC2CCS(=O)(=O)C2)C1 (stereo not drawn)	1.0	-6.5	-19.9	10.0	1.1	13.0	99.0	0.2	103.0
CSc1nc(-c2ccc(Cl)cc2)c(C#N)c(=O)n1C	-5.0	1.9	-5.8	-3.5	-5.2	-0.6	93.0	1.9	93.0
CN(C)CCNC(=O)C(=O)NCC1OCCCN1S(=O)(=O)c1cccs1 (stereo not drawn)	-2.0	-14.7	-6.5	24.1	-8.2	1.3	95.0	4.5	93.0
O=C(Nc1ccc(N2CCCCC2)cc1)c1ccc(F)cc1	-2.0	0.8	-1.7	5.9	-4.3	-2.9	97.0	1.9	97.0
O=C1CSC(c2ccccc2)N1c1nc(-c2ccc(Cl)cc2Cl)cs1 (stereo not drawn)	1.0	3.0	-4.0	-4.6	-0.4	-12.5	97.0	3.9	100.0
COc1ccc(NS(=O)(=O)c2cc(NC(=O)c3ccco3)ccc2N2CCCCC2)cc1	-1.0	2.5	5.3	21.4	0.5	-11.4	107.0	3.8	108.0
O=C(CSC1=NCCS1)Nc1ccnc2ccccc12	-1.0	-2.9	-22.5	0.5	0.2	3.4	99.0	-3.9	98.0
COc1cc(/C=C2\C(=N)N3N=CSC3=NC2=O)cc(Br)c1OC(=O)c1ccco1	-10.0	-0.3	-143.7	-4.4	1.9	7.1	76.0	-66.0	79.0
CC(C)NC(=O)c1ccc(COCC(F)(F)C(F)F)cc1	0.0	2.9	6.0	25.1	1.4	-8.1	98.0	5.6	95.0
c1ccc2c(c1)oc1c(NCCCn3ccnc3)ncnc12	-7.0	-20.0	8.5	6.1	5.7	19.5	89.0	-8.3	88.0
CCn1c(CNc2ccc(F)cc2)nnc1SCC#N	-9.0	-4.9	-2.5	19.4	0.5	2.8	93.0	3.1	100.0
NC(=O)c1ccccc1-c1nc(-c2ccccc2)no1	2.0	-5.2	3.2	7.2	7.8	12.5	102.0	-2.4	99.0
Cc1cccc(C)c1NC1=NC(=S)N(c2ccccc2)C12CCOC(C)(C)C2 (stereo not drawn)	0.0	-1.3	-2.9	4.2	1.9	13.7	99.0	1.6	97.0
CSc1ccc(Cl)c(C(=O)Nc2ccc(N3CCOCC3)cc2)c1	-3.0	6.8	-3.2	4.5	-2.7	-0.1	96.0	-0.5	97.0

Brought forward from above: three entries, followed by the next part.
SMILES	MEKK2 mut-MEK5	PfM18AAP inh	pCIP destab	NALP1 inh	IDE cell inh	UBC9 SUMO inh	MEKK2wt PB1 HTS	IDE cell activ	MEKK3 PB1 HTS
NC(=O)c1ccccc1-c1nc(-c2ccccc2)no1	2.0	-5.2	3.2	7.2	7.8	12.5	102.0	-2.4	99.0
Cc1cccc(C)c1NC1=NC(=S)N(c2ccccc2)C12CCOC(C)(C)C2 (stereo not drawn)	0.0	-1.3	-2.9	4.2	1.9	13.7	99.0	1.6	97.0
CSc1ccc(Cl)c(C(=O)Nc2ccc(N3CCOCC3)cc2)c1	-3.0	6.8	-3.2	4.5	-2.7	-0.1	96.0	-0.5	97.0
COc1ccc(S(=O)(=O)N(C)CC(=O)NCc2ccco2)cc1Cl	4.0	0.2	-6.8	6.0	-3.8	0.0	103.0	4.5	101.0
COc1ccc(-n2cc(CNCCCN3CCCC3=O)c(-c3ccccc3Cl)n2)cc1	15.0	-2.4	-0.4	14.6	-3.7	6.0	122.0	5.8	104.0
O=C(NC(=O)N1CCN(c2ccc([N+](=O)[O-])cn2)CC1)c1c(Cl)cccc1Cl	-6.0	6.4	-1.2	.	-0.9	-5.7	102.0	.	102.0
CCC(C)(C)NC(=O)C(c1ccc(F)cc1)N(Cc1cccs1)C(=O)c1cnccn1 (stereo not drawn)	-10.0	4.7	-13.4	-16.7	-6.7	-5.4	88.0	6.9	101.0
CCN(CC)CCN1C(=O)c2oc3ccccc3c(=O)c2C1c1ccccc1 (stereo not drawn)	1.0	-4.2	-25.1	9.5	-4.1	10.0	96.0	-1.1	101.0
COC(=O)Cn1c(=NC(=O)c2cccc(OC)c2)sc2cc(OC)ccc21	13.0	-9.9	-0.4	36.1	3.2	7.0	110.0	-15.7	106.0
O=C(c1cccn2c(=O)c3cc4ccccc4cc3nc12)N1CCN(c2ccccc2)CC1	.	-1.6	-5.4	0.1	2.7	55.4	.	.	.
CCCNS(=O)(=O)c1ccc(CCC(=O)N2CCC(C)CC2)cc1	1.0	-13.1	-5.2	-6.2	-6.3	-2.0	109.0	2.7	107.0
Cc1ccc(Cn2c(C)c3cnn(CC(=O)NCc4ccccn4)c(=O)c3c2C)cc1	2.0	2.8	10.7	-2.5	0.0	2.3	101.0	0.0	100.0
O=C(Nc1ccc(-c2nc3c(ccc4ccccc43)o2)cc1)c1ccco1	0.0	-9.6	-0.4	8.7	-0.1	17.4	107.0	7.7	107.0
CCOC(=O)C(=N/O)/C(C)=N/NC(=O)C(=O)Nc1ccc(Cl)cc1	3.0	-8.5	-12.1	17.6	2.4	19.8	101.0	2.0	104.0
Cc1cc(C)cc(NC(=S)Nc2cccc3ccccc23)c1	4.0	3.7	-20.7	0.8	4.2	85.8	105.0	0.3	103.0
O=C(Cn1nnc2ccccc2c1=O)Nc1ccc2c(c1)CCC2	3.0	-2.1	-0.8	-3.7	0.8	11.3	101.0	1.9	101.0
CC(C)Cc1cc(C(=O)Nc2cccnc2)no1	5.0	-3.1	-13.4	17.0	4.9	8.7	113.0	1.8	103.0
Cc1ccccc1-n1nnnc1Sc1nnnn1-c1ccccc1	5.0	2.7	1.1	12.2	4.1	4.3	104.0	3.1	101.0
Cc1cccc(NC(=O)/C=C/c2ccc([N+](=O)[O-])s2)c1	11.0	-3.1	-13.2	29.6	7.5	6.4	112.0	1.7	98.0
C/C(=N\O)C1(C)N(O)C(C)(C)C(c2ccc(F)cc2)=[N+]1[O-] (stereo not drawn)	9.0	23.5	-16.2	18.0	3.9	12.9	104.0	3.6	101.0
COc1ccc(NC(=O)CN2CCN(CC(=O)Nc3ccc(F)cc3)CC2)c(OC)c1	4.0	-3.9	-2.7	20.0	-2.4	23.1	107.0	2.3	102.0
CCNc1ccc(C(=O)OCC)cc1NC(=O)c1cccc(N(C)C)c1	-2.0	-2.0	-9.3	2.2	-3.3	-0.5	95.0	6.4	97.0
CCCCn1c(SCC(=O)NCCc2ccc(OC)c(OC)c2)nc2c1c(=O)n(C)c(=O)n2C	-26.0	0.9	7.9	13.2	1.6	13.4	-4.0*[inhibitor]	-4.2	0.0*[inhibitor]
COc1ccccc1-c1nc(N)n[nH]1	-3.0	-3.8	-8.2	0.2	-2.6	19.5	96.0	-0.7	98.0
O=C(CSc1ccc([N+](=O)[O-])cn1)Nc1ccc2[nH]c(=O)[nH]c2c1	-2.0	8.5	-3.2	8.6	1.5	6.8	97.0	4.8	96.0
COc1ccc(N(C(=O)CNC(=O)c2ccco2)C(C(=O)NCC2CCCO2)c2ccccc2)cc1OC (stereo not drawn)	2.0	3.8	-7.6	13.2	1.2	-2.2	101.0	6.9	100.0
COc1ccc(C(=O)Nc2ccc3c(c2)nc(CN2CCN(C(C)=O)CC2)n3C)cc1	10.0	0.1	6.2	-9.1	-5.1	-8.6	108.0	-1.6	109.0
COc1ccc(N(C(=O)C2CCCCC2)S(=O)(=O)c2cccc3cccnc23)cc1	2.0	9.9	-31.8	6.8	-4.3	7.5	96.0	5.7	100.0
CCn1c(SCC(=O)NCC2CCCO2)nnc1-c1c[nH]c2ccccc12 (stereo not drawn)	.	-12.2	-14.0	24.8	-4.5	25.0	.	-3.2	.
COCCNc1nnc(Cc2ccc(OC)c(OC)c2)c(=O)[nH]1	-1.0	-13.2	0.7	22.1	4.7	-5.8	105.0	3.4	102.0
Cc1cc(N2CCN(Cc3nc(-c4ccc(F)cc4)oc3C)CC2)cc(C)n1	19.0	4.5	-10.7	1.6	5.8	7.6	116.0	2.7	104.0
O=S(=O)(Nc1cccc(-c2ccc(N3CCCCCC3)nn2)c1)c1ccc(C(F)(F)F)cc1	-18.0	3.3	-4.1	24.3	-2.5	-0.9	90.0	6.0	85.0
CCOC(=O)c1c(NC(=O)CN2CCCc3ccccc32)sc(C)c1C	1.0	5.2	-8.5	.	-7.4	-3.1	93.0	4.7	105.0
COc1ccc(C(=O)O)nc1C	2.0	-3.2	0.3	22.2	-0.1	-6.9	104.0	-1.5	102.0
COc1cc(CC(=O)OCC(=O)Nc2ccc3c(c2)OCCO3)cc(OC)c1OC	-2.0	-7.6	-4.3	28.3	-1.3	-7.0	99.0	5.7	98.0
O=C(CCC(=O)N1CCOc2ccccc21)N1CCCCC1	0.0	-4.2	-2.3	-4.2	0.7	12.0	107.0	3.0	103.0
CCc1cc(=O)oc2cc(C)cc(OC(C)C(=O)NCC(O)c3ccccc3)c12 (stereo not drawn)	0.0	-6.1	-8.5	11.1	-6.7	32.8	98.0	3.4	98.0
CCOC(=O)N1CCN(S(=O)(=O)N2CCCC(C(=O)NCCc3ccc(C)cc3)C2)CC1 (stereo not drawn)	1.0	-0.4	-0.7	-1.4	-1.6	-5.2	101.0	4.4	101.0
CC1CCCCC1NC(=O)CCS(=O)(=O)c1ccc2c(c1)NC(=O)CS2 (stereo not drawn)	3.0	5.9	-2.4	8.9	3.2	3.0	105.0	4.4	104.0
COCCn1c(C)cc(/C=C2/SC(=O)N(CC(=O)N3CCCC3)C2=O)c1C	1.0	3.0	-4.5	3.1	6.4	13.4	103.0	-0.7	104.0
O=C(CCc1[nH]c2ccccc2c1Sc1ccccc1)N(CCO)CCO	5.0	2.6	9.4	10.9	3.7	-29.1	116.0	-0.8	110.0
O=C(CN1CCC(n2nnc3cc(C(F)(F)F)ccc32)CC1)Nc1ccc2c(c1)CCC2	0.0	1.3	-3.9	8.3	3.9	-13.5	104.0	0.9	103.0
O=[N+]([O-])c1ccc(OCCn2cncn2)cc1	-1.0	-13.8	-15.1	7.2	3.9	29.1	101.0	2.0	100.0
CN(C(=O)Nc1cnc2ccccc2c1)c1ccccc1	-1.0	5.0	-1.9	-12.3	7.3	16.1	96.0	5.3	99.0
Cc1ccc(CNC(=O)CSc2nc3c(sc4ccccc43)c(=O)n2CCCN2CCCC2)cc1	3.0	5.1	9.9	24.4	5.1	9.2	119.0	1.5	91.0

An excerpt (hit frequency here may not be typical).
